ASAP1 GAP inh – inhibitors of human ASAP1 ArfGAP activity; Q9ULH1; ASAP1-stimulated ARF1 GTP hydrolysis, GDP FP detection; inhibition, % at 16.5 µM; 360,000 tested, 0.19% active; in the data active means inhibition above about 25%;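 further: 0% = vehicle with enzyme and substrate and 100% = no enzyme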
MBD2 DNA inh – inhibitors of human MBD2 binding to methylated oligonucleotide. Q9UBB5. TR-FRET. inhibition, % at 4.4 µM. 370,000 tested, 0.31% active. AID 686964; in the data active means inhibition above about 13%
proKLK7 act – activates the human kallikrein-7 zymogen. purified proKLK7, EDANS-DABCYL substrate fluorescence; 100% is mature enzyme control, 0% vehicle. activation, % at 7 µM. 370,000 tested, 0.9% active;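 active means activation above the mean of all tested compounds plus 3 SD, computed per campaign excluding outliers beyond control limits, cut at about 13% in these data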
Target sequence (P49862 whole entry, looked up): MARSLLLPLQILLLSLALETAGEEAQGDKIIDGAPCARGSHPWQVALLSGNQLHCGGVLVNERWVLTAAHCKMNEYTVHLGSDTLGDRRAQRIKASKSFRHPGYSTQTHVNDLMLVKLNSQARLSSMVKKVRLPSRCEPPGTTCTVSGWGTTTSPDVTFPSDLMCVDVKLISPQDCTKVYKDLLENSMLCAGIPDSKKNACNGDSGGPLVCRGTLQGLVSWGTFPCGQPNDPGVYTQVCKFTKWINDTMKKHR
DDE Tn6 FP inh – DD(E)-Tn6 binding inhibition, primary FP screen; P02675; Fibrin DD(E) TRITC-Tn6 fluorescence polarization displacement; inhibition, % at 8.3 µM; 370,000 tested, 0.21% active;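 active means inhibition above a per-campaign cutoff: mean of compounds within control limits plus 3 SD, cut at about 15% in these data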;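 further: 0% = median of all compound wells on the plate and 100% = blocking peptide control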
PLC-beta3 inh – blocks human PLC-beta3 enzyme activity | Purified PLC-beta3, fluorogenic substrate, fluorescence | inhibition, % at 12.2 µM | AID 720704 | Q01970 | 370,000 tested, 0.18% active; in the data active means inhibition above about 11%;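 further: 0% = median of compound wells on plate and 100% = full blocker control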
UHRF1 MBD2 ctr – UHRF1 methyl-DNA binding inhibition; 370,000 tested, 0.75% active; inhibition, % at 4.4 µM; UHRF1 binding to methylated oligo, TR-FRET; Q96T88; in the data active means inhibition above about 21%;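 further: UHRF1 SRA domain binding a hemimethylated CpG hairpin DNA probe; 0% = median of test compound wells and 100% = reference inhibitor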
ARFGAP1 inh – inhibits rat ARF GTPase activating protein 1; AID 651572; Arfgap1-stimulated ARF1 GTP hydrolysis, GDP FP detection; 360,000 tested, 0.26% active; inhibition, % at 16.5 µM; Q62848;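 active means inhibition above a per-plate limit, mean inhibition of low control wells plus 3 SD, cut at about 25% in these data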;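 further: 0% = DMSO wells with enzyme and 100% = wells lacking Arfgap1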
Target sequence (Q62848 1-136 limits assumed): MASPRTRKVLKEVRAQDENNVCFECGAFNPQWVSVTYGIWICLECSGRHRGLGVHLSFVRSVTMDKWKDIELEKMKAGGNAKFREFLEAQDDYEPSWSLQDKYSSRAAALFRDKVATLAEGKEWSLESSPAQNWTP
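system = rat Arfgap1 catalytic domain, aa 1-136 | technique = FP, GDP Alexa 633 tracer displaced from anti-GDP antibody, 620/688 nm | compound = one concentration, 16.5 µM, DMSO 1.26% | medium = HEPES-based buffer, pH 7.5 | timing = compound-enzyme preincubation 20 min, reaction 120 min, detection 60 min, 25 °C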
PLCg1 inh – blocks human PLC-gamma1 enzyme activity; purified PLC-gamma1, fluorogenic substrate, fluorescence; inhibition, % at 12.2 µM; AID 720700; 370,000 tested, 0.84% active; P19174; in the data active means inhibition above about 9.5%
Tn7 DDE FP – inhibitors of Tn7 peptide binding to human fibrin DD(E) | 370,000 tested, 0.13% active | P02675 | FP displacement of FITC-Tn7 peptide from fibrin DD(E); 0% = median of compound wells per plate | inhibition, % at 8.3 µM;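 active means inhibition above the mean of compounds falling within the control limits plus 3 SD of them, cut at about 14% in these data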;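 further: 0% = plate median of compound wells and 100% = 10 µM Aha-Tn7 peptide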
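Test system: human clot-derived fibrin DD(E) complex / Quantity: 2 µM final DD(E) protein / Incubation: 10 min plus 3 h, room temperature / Measured by: fluorescence polarization / Benchmarks: high control of 10 µM Aha-Tn7 peptide / Replicates: singlicate testing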
ADAM17 inh – inhibits human ADAM17; recombinant ADAM17, EDANS/DABCYL FRET peptide cleavage; 370,000 tested, 0.83% active; AID 720648; P78536; inhibition, % at 6.95 µM;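 active means inhibition above the mean of compounds lying between control limits plus 3 SD, set per campaign, cut at about 8.5% in these data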;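 further: 0% = DMSO-only wells as the low control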
Target sequence (P78536 215-824 limits assumed): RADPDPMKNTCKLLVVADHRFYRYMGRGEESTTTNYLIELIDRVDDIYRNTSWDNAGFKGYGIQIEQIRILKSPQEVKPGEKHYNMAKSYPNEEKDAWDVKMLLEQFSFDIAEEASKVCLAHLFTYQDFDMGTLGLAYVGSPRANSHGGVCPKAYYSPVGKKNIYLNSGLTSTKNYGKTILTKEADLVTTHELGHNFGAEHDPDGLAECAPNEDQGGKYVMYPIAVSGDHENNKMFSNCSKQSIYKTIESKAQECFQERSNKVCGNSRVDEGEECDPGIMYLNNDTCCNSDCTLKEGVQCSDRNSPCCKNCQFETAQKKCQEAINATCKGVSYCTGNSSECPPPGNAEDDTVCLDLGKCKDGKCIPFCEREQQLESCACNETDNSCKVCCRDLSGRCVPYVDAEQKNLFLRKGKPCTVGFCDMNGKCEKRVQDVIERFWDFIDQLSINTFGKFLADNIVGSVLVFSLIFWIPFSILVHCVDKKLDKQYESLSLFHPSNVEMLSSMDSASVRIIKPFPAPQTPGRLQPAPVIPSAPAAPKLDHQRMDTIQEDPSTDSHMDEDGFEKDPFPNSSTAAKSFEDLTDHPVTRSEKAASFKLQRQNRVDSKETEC
Active calls of the source: *; . = not tested or not shown. Outcome played no part in choosing rows; any-hit rate near 4.1%.

SMILES	ASAP1 GAP inh	MBD2 DNA inh	proKLK7 act	DDE Tn6 FP inh	PLC-beta3 inh	UHRF1 MBD2 ctr	ARFGAP1 inh	PLCg1 inh	Tn7 DDE FP	ADAM17 inh
COC(=O)C1CC2=C(CCCC2=O)N(Cc2ccccc2)C1=O (configuration not stated)	-1	-3	-0.1	6	-2	-3	3	-2	-3	-5
Cc1noc(C)c1C(=O)Nc1ccc2c(c1)CCC2	-8	0	0.6	2	1	2	11	2	3	-4
O=C(Oc1ccc2ccccc2c1)C1CCC1	4	-7	-0.4	3	-10	-3	-1	-1	3	-3
CN1C[C@@H]2[C@@H]3C(=O)N(C)C(=O)[C@@H]3[C@](C)(C1=O)N2C(=O)c1ccc(Cl)cc1	6	2	-0.6	-1	2	2	-2	3	-4	4
COc1ccc(N=C2C(=O)Nc3ccccc32)cc1	-3	-4	0.5	2	-4	-6	1	-1	-2	-4
CCOC(=O)N1CCN(c2nc(C(F)(F)F)nc3c(C)cc(C)cc23)CC1	-2	1	-0.7	1	-2	0	-4	-1	2	-2
CC(=O)N1CCN(c2ccc(NC(=O)c3cccc(OCc4ccccc4)c3)cc2)CC1	10	1	-0.1	-6	3	1	7	3	-7	-2
COc1ccc(OC)c(NC(=S)N2CCN(c3ccccn3)CC2)c1	-11	0	0.3	1	2	0	-6	-4	5	-6
COc1ccc(S(=O)(=O)N2CCC(C(=O)N[C@@H](C)C(=O)NC3CC3)CC2)cc1	16	0	-0.3	5	-10	2	3	-2	-6	-3
CCCN(CCC)CCCNC(=O)c1cc2cc3ccc(Cl)cc3nc2o1	-15	-7	2.1	-7	-24	-14	-4	-11	5	-49
CCOc1ccccc1-c1nc(CN2CCCN(C(=O)c3ccco3)CC2)c(C)o1	10	7	0.4	-12	-15	5	3	-8	5	-3
CC(C)(C)NC(=O)CC1C(=O)NCCN1Cc1c(F)cccc1Cl (configuration not stated)	3	3	-0.1	-6	0	3	0	3	3	-4
CCN(CC)CCCNC(=O)c1cn(CC)c2cc(N3CCN(C(=O)c4ccco4)CC3)c(F)cc2c1=O	-4	2	-1.0	4	-45	2	-2	-25	-4	-13
O=C1CC(N2CCC(c3nc4ccccc4[nH]3)CC2)C(=O)N1Cc1ccccc1 (configuration not stated)	-1	-1	-0.4	-5	-4	0	10	0	1	-5
O=C(NCC1CCCO1)c1ccc(Br)s1 (configuration not stated)	-7	-2	-0.4	-4	-8	0	-7	-1	2	-2
CCOC(=O)[C@]12CCCC=C1N(CCc1ccc(OC)c(OC)c1)C(=O)[C@H](CC(=O)NCCCN1CCCC1=O)C2	9	2	-0.2	3	-3	1	-3	1	4	-4
CC(=O)CSc1cc(C)nc2c(-c3ccccc3)c(C)nn12	-13	-8	-0.5	12	-8	-2	-2	-2	3	-2
CC(Oc1ccc(F)cc1)C(=O)Nc1cc(S(=O)(=O)N2CCCCC2)ccc1N1CCN(C)CC1 (configuration not stated)	-13	-3	0.0	5	-5	0	-9	0	6	0
O=C(C1CCCCC1)N1CCC2CC1c1cc(Cl)ccc12 (configuration not stated)	-7	2	0.3	2	0	-1	5	0	3	-4
O=C(O)c1cc2nc(-c3ccccc3)cc(C(F)(F)F)n2n1	3	-4	0.8	-7	-40	-3	-3	-34	1	-4
CCOC(=O)c1sc(SCC(=O)Nc2ccc(N(C)C)cc2)nc1N	0	4	0.3	1	-1	-1	1	0	-5	2
CC1OC2(OC1C)C(=O)Nc1ccccc12 (configuration not stated)	-6	6	1.1	3	3	4	-3	-1	1	-2
CC(C)N1CCN(S(=O)(=O)c2ccccc2)CC1	8	-4	-0.1	-1	0	-4	0	2	9	0
O=C(CN1CCCCC1)Nc1ccc(S(=O)(=O)N2CCOCC2)cc1	15	3	-0.1	-3	-2	4	-2	4	-1	-3
Nc1cc(=O)[nH]c(SCC(=O)Nc2ccc(Cl)c(Cl)c2)n1	-3	-3	-0.1	9	-1	-2	-2	5	-1	0
O=C(/C=C/c1ccccc1)Nc1cc(S(=O)(=O)N2CCOCC2)ccc1N1CCCC1	-13	-5	0.8	3	-4	-2	10	-4	0	1
Cc1sc2ncn(CC(=O)NCC3COc4ccccc4O3)c(=O)c2c1S(=O)(=O)N1CCCCC1 (configuration not stated)	-3	1	0.1	0	-1	-1	8	2	5	-4
CCN(c1ccccc1)S(=O)(=O)c1ccc(C(=O)N2CCN(c3ccccc3)CC2)cc1	-14	-4	0.6	-2	0	2	2	-2	5	-4
NC(c1ccccc1)c1csc(NC(=O)Nc2cccc(Cl)c2)n1 (configuration not stated)	15	6	-0.1	-7	5	1	6	6	-1	0
CC1CCCC(C)N1/N=C/c1ccc(C(=O)O)cc1 (configuration not stated)	-4	1	-0.5	-6	-10	11	0	1	0	0
CCc1nc2ccccc2c(=O)n1NCCc1ccccc1	-1	-2	-0.4	2	3	-1	-5	0	-4	0
CN(C(=O)CN(CCO)CC(=O)N(C)C(C)(C)Cc1ccccc1)C(C)(C)Cc1ccccc1	9	0	0.8	2	4	-2	5	7	-5	-2
O=S1(=O)C=CC(Nc2cccc(Cl)c2)C1 (configuration not stated)	10	0	0.5	-9	4	2	8	-2	-2	-1
C[N+]1(C)[C@H]2CC[C@H]1CC(OC(=O)C(O)c1ccccc1)C2 (some centres not stated)	.	2	0.2	0	-3	1	.	2	1	1
COc1ccc(OCC(=O)NC(=S)NNC(=O)COc2ccc(Br)cc2Cl)cc1	1	3	-0.3	0	-3	-3	13	-3	3	3
CC(=O)c1ccc(NC(=O)C(C)OC(=O)COc2ccc(C#N)cc2)cc1 (configuration not stated)	-9	-4	0.2	8	2	0	3	1	-6	0
COc1ccc(CCNC(=O)c2noc(C(C)C)c2[N+](=O)[O-])cc1OC	-4	1	0.2	-5	-4	2	-2	5	-2	-2
Cc1c(Cl)cccc1NC(=S)N1CCN(C(=O)C2CCCO2)CC1 (configuration not stated)	10	3	-0.1	-2	0	1	4	1	-1	-2
Cc1[nH]c(=O)c(C#N)c(C)c1CCC(=O)Nc1cc(S(C)(=O)=O)ccc1Cl	6	-4	1.0	-2	-7	1	9	4	-1	-4
CCC1=NN2C(=N)/C(=C\c3cccn3-c3ccc(C)c(C)c3)C(=O)N=C2S1	-1	-1	0.5	5	1	-4	-26	0	-6	0
COP(=O)(OC)C(Nc1ccc([N+](=O)[O-])cc1)c1ccccc1 (configuration not stated)	7	-8	-0.1	0	-4	-2	6	1	5	2
COC(=O)c1ccc(C(=O)OC)nc1	-2	0	-0.2	-4	0	0	-1	1	1	-3
N#CC1=C(Nc2ccccc2)SC=C(c2ccc(Br)cc2)N=C1N1CCOCC1	0	4	0.0	7	-6	1	7	-4	-1	-4
Cc1cc(=O)[nH]c(N/N=C/c2ccccc2C(F)(F)F)n1	14	-2	-0.2	0	-7	-1	10	1	-1	-1
c1ccc(COc2ccccc2CNC23CC4CC(CC(C4)C2)C3)cc1	2	-3	-0.1	1	6	0	-6	7	3	5

Some of these compounds in order of SMILES length, rising.
SMILES	ASAP1 GAP inh	MBD2 DNA inh	proKLK7 act	DDE Tn6 FP inh	PLC-beta3 inh	UHRF1 MBD2 ctr	ARFGAP1 inh	PLCg1 inh	Tn7 DDE FP	ADAM17 inh
COC(=O)c1ccc(C(=O)OC)nc1	-2	0	-0.2	-4	0	0	-1	1	1	-3
O=S1(=O)C=CC(Nc2cccc(Cl)c2)C1 (configuration not stated)	10	0	0.5	-9	4	2	8	-2	-2	-1
CCc1nc2ccccc2c(=O)n1NCCc1ccccc1	-1	-2	-0.4	2	3	-1	-5	0	-4	0
CC1CCCC(C)N1/N=C/c1ccc(C(=O)O)cc1 (configuration not stated)	-4	1	-0.5	-6	-10	11	0	1	0	0
NC(c1ccccc1)c1csc(NC(=O)Nc2cccc(Cl)c2)n1 (configuration not stated)	15	6	-0.1	-7	5	1	6	6	-1	0
Cc1c(Cl)cccc1NC(=S)N1CCN(C(=O)C2CCCO2)CC1 (configuration not stated)	10	3	-0.1	-2	0	1	4	1	-1	-2
c1ccc(COc2ccccc2CNC23CC4CC(CC(C4)C2)C3)cc1	2	-3	-0.1	1	6	0	-6	7	3	5
COP(=O)(OC)C(Nc1ccc([N+](=O)[O-])cc1)c1ccccc1 (configuration not stated)	7	-8	-0.1	0	-4	-2	6	1	5	2
CC(=O)c1ccc(NC(=O)C(C)OC(=O)COc2ccc(C#N)cc2)cc1 (configuration not stated)	-9	-4	0.2	8	2	0	3	1	-6	0
N#CC1=C(Nc2ccccc2)SC=C(c2ccc(Br)cc2)N=C1N1CCOCC1	0	4	0.0	7	-6	1	7	-4	-1	-4
CCC1=NN2C(=N)/C(=C\c3cccn3-c3ccc(C)c(C)c3)C(=O)N=C2S1	-1	-1	0.5	5	1	-4	-26	0	-6	0
Cc1[nH]c(=O)c(C#N)c(C)c1CCC(=O)Nc1cc(S(C)(=O)=O)ccc1Cl	6	-4	1.0	-2	-7	1	9	4	-1	-4
CN(C(=O)CN(CCO)CC(=O)N(C)C(C)(C)Cc1ccccc1)C(C)(C)Cc1ccccc1	9	0	0.8	2	4	-2	5	7	-5	-2

Part of the list above, reformatted.
Results follow in this order: ASAP1 GAP inh	MBD2 DNA inh	proKLK7 act	DDE Tn6 FP inh	PLC-beta3 inh	UHRF1 MBD2 ctr	ARFGAP1 inh	PLCg1 inh	Tn7 DDE FP	ADAM17 inh
- CC(=O)c1ccc(NC(=O)C(C)OC(=O)COc2ccc(C#N)cc2)cc1 (configuration not stated)
    -9	-4	0.2	8	2	0	3	1	-6	0
- CC(=O)CSc1cc(C)nc2c(-c3ccccc3)c(C)nn12
    -13	-8	-0.5	12	-8	-2	-2	-2	3	-2
- CCCN(CCC)CCCNC(=O)c1cc2cc3ccc(Cl)cc3nc2o1
    -15	-7	2.1	-7	-24	-14	-4	-11	5	-49

Later entries.
SMILES	ASAP1 GAP inh	MBD2 DNA inh	proKLK7 act	DDE Tn6 FP inh	PLC-beta3 inh	UHRF1 MBD2 ctr	ARFGAP1 inh	PLCg1 inh	Tn7 DDE FP	ADAM17 inh
CSc1nc(C)cc(OCCNS(=O)(=O)c2ccc(C)cc2)n1	-2	2	0.5	4	-1	4	-15	0	3	-2
N#Cc1c(N2CCOCC2)nsc1-c1ccccc1	-3	5	-0.1	0	-27	0	2	-14	5	-4
CC(C)(C)NC(=O)COc1ccc(CNCc2cccnc2)cc1	-11	0	0.4	4	-7	1	0	6	-4	3
COc1ccc(CC(=O)Nc2cccc(S(=O)(=O)N3CCOCC3)c2)cc1OC	2	10	-0.3	3	-3	13	1	2	5	-2
CC(=O)c1ccc(OCC(=O)Nc2cccc(S(=O)(=O)N3CCCC3)c2)cc1	1	-4	0.1	-5	-2	7	7	-3	3	-2
COc1cc(C)c(C(=O)Oc2cc(C)c(C(=O)O)c(O)c2C)c(OC)c1C	0	-7	0.6	0	1	0	0	1	-3	-2
